Screening data deposited in PubChem by several laboratories.
Keap1 Nrf2 FP – Keap1-Nrf2 protein-protein interaction inhibitors, primary screen, biochemical, fluorescence polarization, single point. Kelch-like ECH-associated protein 1 (Homo sapiens), Q14145. Keap1 Kelch-Nrf2 peptide fluorescence polarization, 1536-well. inhibition, % at 9.4 µM. actives 0.15% (n = 340,000). AID 504523, 2011; in the data active means inhibition above about 12%; inconclusive means no clear call, values can overlap the other calls; inactive means below about 7.3%;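 further: human Keap1 Kelch domain with fluorescein labeled Nrf2 9mer peptide probe; 0% = neutral control wells and 100% = peptide positive control; higher means more block of Keap1 binding to Nrf2 peptide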
Rtt109 HAT inh – inhibitors of C. albicans Rtt109/Vps75 HAT, primary screen, biochemical, ThioGlo CoA-SH fluorescence, plate reader. Histone acetyltransferase RTT109 (Candida albicans (strain SC5314 / ATCC MYA-2876)), …. purified Rtt109/Vps75, 4 h. inhibition, % at 34.9 µM. actives 0.16% (n = 330,000);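 active means inhibition of at least 50% in every replicate; inconclusive means best replicate reaches 50% inhibition but some replicates fall short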
Target sequence (Q5AAJ8 whole entry, looked up): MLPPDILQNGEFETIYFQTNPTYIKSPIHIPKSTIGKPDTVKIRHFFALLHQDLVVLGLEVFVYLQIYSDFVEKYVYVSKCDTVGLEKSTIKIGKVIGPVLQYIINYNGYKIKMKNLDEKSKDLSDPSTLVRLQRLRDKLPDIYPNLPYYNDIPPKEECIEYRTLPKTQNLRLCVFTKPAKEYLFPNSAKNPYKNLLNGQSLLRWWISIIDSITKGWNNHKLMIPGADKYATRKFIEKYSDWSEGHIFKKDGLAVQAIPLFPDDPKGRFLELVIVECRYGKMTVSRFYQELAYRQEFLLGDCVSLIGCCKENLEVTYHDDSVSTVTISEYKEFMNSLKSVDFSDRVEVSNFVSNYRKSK
PvdQ inh – P. aeruginosa PvdQ acylase inhibitors, primary screen, biochemical, fluorescence, plate reader and imaging, single point; AID 488965, 2010; inhibition, % at 10 µM; purified PvdQ acylase; actives 0.063% (n = 340,000); PvdQ acylase [Pseudomonas aeruginosa LESB58]; in the data active means inhibition above about 30%, passing the limit was not always enough; inconclusive means no clear call, values can overlap the other calls;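 further: 0% = vehicle neutral wells and 100% = reference inhibitor wells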
PfHsp90 yeast 2 – growth inhibition of PfHsp90-expressing yeast, primary screen, antimalarial PfHsp90 inhibitor project, S. cerevisiae, BacTiter-Glo luminescence, single point, set 2; actives 0.32% (n = 310,000); AID 504621, 2011; BacTiter-Glo ATP, 48 h; yeast lacking PDR1 and PDR3 efflux regulators; inhibition, % at 9.4 µM;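 active means every replicate shows inhibition above about 80%, whatever the replicate mean, limit read from the data; inconclusive means mean inhibition reaches the set limit but some replicate falls short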;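 further: 0% = DMSO neutral controls and 100% = 20 µM radicicol positive controls; yeast relying on Plasmodium falciparum Hsp90 in place of its own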
CDK5 inh – inhibitors of human CDK5/p35 kinase, primary screen, biochemical, single concentration; actives 0.01% (n = 330,000); Cyclin-dependent kinase 5 (Homo sapiens) + Cyclin-dependent kinase 5 activator 1 (Homo …; inhibition, % at 10 µM; AID 488839, 2010; Recombinant CDK5/p35, ADP-Glo luminescence, 60 min;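 active means highest replicate inhibition of at least 50% and at least 75% of replicates reaching 50%; inconclusive means only one of the two criteria met; inactive means both criteria failed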;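 further: plate controls were DMSO neutral control for no effect and GW8510 at 10 µM for full effect; many of its hits are not listed in these tables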
Target sequence (Q00535 whole entry, looked up): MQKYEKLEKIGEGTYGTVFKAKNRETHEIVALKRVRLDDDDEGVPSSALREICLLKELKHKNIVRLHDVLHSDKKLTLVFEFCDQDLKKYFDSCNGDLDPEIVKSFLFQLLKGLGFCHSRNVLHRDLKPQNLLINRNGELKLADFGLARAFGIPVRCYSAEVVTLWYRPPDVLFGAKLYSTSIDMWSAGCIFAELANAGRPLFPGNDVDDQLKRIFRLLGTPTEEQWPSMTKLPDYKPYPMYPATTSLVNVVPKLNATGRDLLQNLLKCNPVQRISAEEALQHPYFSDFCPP
Target sequence (Q15078 whole entry, looked up): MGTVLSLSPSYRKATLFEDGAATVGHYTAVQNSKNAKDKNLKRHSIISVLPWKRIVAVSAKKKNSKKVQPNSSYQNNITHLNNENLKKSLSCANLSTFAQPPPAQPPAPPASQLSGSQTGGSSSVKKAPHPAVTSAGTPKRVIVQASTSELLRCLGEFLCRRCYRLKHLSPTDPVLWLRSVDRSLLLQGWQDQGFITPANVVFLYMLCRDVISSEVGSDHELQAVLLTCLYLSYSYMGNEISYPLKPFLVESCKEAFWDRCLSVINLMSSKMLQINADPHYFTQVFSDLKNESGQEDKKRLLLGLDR
LANA DNA inh – inhibitors of KSHV C-LANA binding to DNA, primary screen, biochemical, fluorescence polarization, FAM-LBS DNA, MBP-C-LANA, single point; Kaposi's sarcoma herpesvirus LANA C-terminal domain (residues 932-1162) DNA binding; inhibition, % at 9 µM; actives 0.078% (n = 340,000); AID 504423, 2011;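 active means highest replicate inhibition at or above 60% at 9 µM, even if other replicates fall short; inactive means all replicates below 60% inhibition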;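 further: 0% = neutral control wells and 100% = 4 µM acridine orange control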
dFosB act – activators of delta FosB homodimer, primary screen, biochemical, fluorescence polarization, TAMRA-CDK5 oligo, single point; Protein FosB (Mus musculus), P13346; purified delta FosB; percent of positive-control signal above neutral wells; activation, % at 25 µM; actives 0.99% (n = 340,000);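 active means mean activation above about 17%, with every replicate also reaching it, limit read from the data, passing the limit was not always enough; inconclusive means only one of the two conditions met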;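 further: fluorescence polarization rise as delta FosB binds a TAMRA Cdk5 AP-1 oligo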
Mot1-301 SUMO – yeast Mot1-301 growth rescue at high temperature, primary screen, SUMOylation pathway inhibitor project, S. cerevisiae, ATP luminescence, 38.5C; actives 1% (n = 320,000); AID 2716, 2010; S. cerevisiae Mot1-301 growth rescue; percent above DMSO median, 100 means doubled; growth rescue, % at 18.8 µM;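 active means every valid replicate shows activation above 250% relative to neutral control wells; inactive means the rest, any valid replicate at or below 250%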;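 further: OY570 slx delta 5 strain wells were the positive control but not used for scaling; some compounds called inactive have numbers as strong as hits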
cardiac RTF act – cardiac RTF calcium sensitivity activators, primary screen, biochemical, IANBD-TnC fluorescence, EC20 calcium; Troponin I, cardiac muscle (Homo sapiens) + Troponin T, cardiac muscle (Homo sapiens) + …; IANBD-labeled TnC RTF fluorescence at EC20 calcium; 0% EC20 calcium, 100% full calcium; activation, % at 7.2 µM; actives 0.24% (n = 340,000); AID 493008, 2010;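 active means activation above the mean over all tested compounds plus 3 SD, cut at about 30% in these data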;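 further: rise in fluorescence read as greater calcium sensitivity of cardiac thin filaments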
RTF Ca sens inh – cardiac RTF calcium sensitivity inhibitors, primary screen, biochemical, IANBD-TnC fluorescence, EC70 calcium; Troponin I, cardiac muscle (Homo sapiens) + Troponin T, cardiac muscle (Homo sapiens) + …; IANBD-labeled cardiac RTF, Ca2+ fluorescence; inhibition, % at 7.15 µM; actives 0.12% (n = 340,000); AID 493244, 2011;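 active means inhibition above the mean inhibition of all tested compounds plus 3 SD, cut at about 17% in these data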;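 further: assay run at fixed EC70 calcium of 1.6 mM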
NSD2 inh – NSD2 histone methyltransferase inhibitors, primary screen, biochemical, AlphaScreen, single concentration, set 2. NSD2 peptide methylation, 120 min. inhibition, % at 12.5 µM. actives 0.54% (n = 310,000). AID 743445, 2014; in the data active means inhibition above about 50%
The depositor's hits bear a star; u = inconclusive; x = no result given.

SMILES	Keap1 Nrf2 FP	Rtt109 HAT inh	PvdQ inh	PfHsp90 yeast 2	CDK5 inh	LANA DNA inh	dFosB act	Mot1-301 SUMO	cardiac RTF act	RTF Ca sens inh	NSD2 inh
COc1ccc(OC)c(C2C(C(C)=O)=C(O)C(=O)N2CCc2ccc(OC)c(OC)c2)c1 (stereo not given)	-3	-1	-13	-6	0.2	0.5	4	-8	-7	-10	-6
COc1cccc(CN(C)C(=O)c2cc(COc3ccc4ncccc4c3)on2)c1	4	-2	-9	6	-3.7	0.4	-15	76	-4	-8	-1
COC(=O)CSc1nnc2n(-c3ccc(OC)cc3)c(=O)c3c4c(sc3n12)CCCCC4	4	14	-3	10	-1.1	-1.3	-6	-10	-2	-7	-2
CCOc1cc(/C=C2\N=C3CCCCCN3C2=O)ccc1O	-32	20	-9	-23	4.3	-18	-5	x	12	-16	4
COc1ccc(N2CCN(C(=O)CN3C(=O)NC4(CCCc5ccccc54)C3=O)CC2)cc1 (stereo not given)	-2	16	-1	-2	0.1	-3.8	-9	1	-8	-12	2
CCOCCc1nnc(NC(=O)CCS(=O)(=O)c2ccccc2)s1	-8	3	-11	4	0.1	-0.3	4	152	0	-10	0
C=CCn1c(N)cc(=O)nc1SCC(=O)NC(C)c1ccccc1 (stereo not given)	-6	-10	-3	10	-1.5	0.1	-3	-4	2	-6	-1
O=C(O)C1CC=CCC1C(=O)NCCCN1CCCC1=O (stereo not given)	0	-7	-4	x	0.4	1.9	-5	-10	0	-5	-2
Nc1nc(Nc2ccccc2)nc(NC2CCCCC2)c1[N+](=O)[O-]	3	1	14	-24	6.8	1.3	73*	-1	-8	7	-1
CCOc1ncccc1C(=O)Nc1ccc2c(c1)OCCCO2	-1	16	5	-5	1.7	-0.3	-2	x	-6	5	-2
c1ccc2[nH]c(CCCc3nc4ccccc4[nH]3)nc2c1	-4	6	-18	-25	-0.6	3.4	-1	11	1	-2	-4
CCOc1ccccc1NC(=O)CCNC(=O)c1ccco1	-1	-8	-8	21	-1.0	-1.2	-4	14	1	1	35
CC(Cl)c1cc(-c2ncc(C(F)(F)F)cc2Cl)no1 (stereo not given)	2	36	0	8	-1.2	-0.6	-3	-10	5	-17	-2
Cn1cc(Br)c(C(=O)NC(=S)N2CCN(c3ccccn3)CC2)n1	3	-7	-10	15	0.9	-0.7	1	204	-2	0	0
COc1cccc2c1C(CCCC(=O)O)CCC2 (stereo not given)	0	-1	4	17	0.5	2.4	6	x	0	2	-1
C=CCN(CC=C)c1nc2ccccc2nc1C(C#N)C(=O)OCCOC (stereo not given)	2	-81	-7	-9	-0.9	2.2	-6	3	-2	-7	5
Cc1cc(C(=O)OCC(=O)NC(C)c2ccc(F)cc2)c(C)o1 (stereo not given)	2	-6	-10	-25	-5.0	1.1	-3	33	2	-5	-3
Cn1ccc2c([N+](=O)[O-])cccc2c1=O	0	0	-13	7	-0.4	4.9	1	-9	0	-8	1
CCCn1c(SCc2nc3ccccc3s2)n[nH]c1=O	-2	-2	4	15	0.9	0.0	-6	-11	-1	14	x
COC(C[C@H]1O[C@@H]1[C@@H](O)COCc1ccccc1)OC	3	-11	5	4	3.5	0.3	2	x	1	-12	x
Clc1ccc(CSc2nnc([C@@H]3CCCN3)o2)cc1Cl	-4	1	-14	-8	-0.4	-0.2	2	-8	-2	1	14
COC(=O)C1=C(N)Oc2cc(C)n(CC3CCCO3)c(=O)c2C1c1ccc(Cl)cc1 (stereo not given)	2	13	-17	5	0.4	0.2	0	104	1	-2	2
CCOC(=O)c1c(C)[nH]c(C(=O)COC(=O)COc2ccccc2C=O)c1C	3	0	-5	-20	-1.4	0.0	-17	-4	-5	14	1
COc1cccc(NC(=O)Cn2cnc3sc(C)c(S(=O)(=O)N4CCCCC4)c3c2=O)c1	-1	-7	-1	-1	2.3	1.6	-3	-12	3	4	-2
COc1ccc(-c2cc(C(F)F)n3ncc(C(=O)Nc4c(C)n(C)n(-c5ccccc5)c4=O)c3n2)cc1	-5	5	-3	-9	0.3	-0.1	-9	765	-4	-3	0
CS(=O)(=O)c1ccc2nc(NC(=O)Nc3ccc(Cl)cc3)sc2c1	-2	0	-10	0	-0.9	0.5	3	-16	6	-7	-1
COc1ccccc1/C=C/C(=O)OCC(=O)NCc1ccc2c(c1)OCO2	-1	-5	-14	7	1.0	-0.6	-8	10	1	-5	-4
S=c1[nH]c(-c2ccccc2)cn1/N=C/c1cccs1	-3	-2	-11	-24	-3.0	1.9	-3	-7	-10	2	x
CCn1c(CNc2ccc(Cl)cc2)nnc1SCc1ccc(Cl)cc1	4	6	-8	127*	-0.6	-0.3	-8	71	-4	2	0
COC(=O)c1ccc(CNC(=O)c2ccc(S(=O)(=O)N(C)c3ccccc3OC)cc2)cc1	1	7	0	-30	-0.9	-1.1	-6	-18	2	0	-1
CC1CC(C)CN(CCCNS(=O)(=O)c2ccc3c(c2)CCN3C(=O)C2CC2)C1 (stereo not given)	-2	1	-23	7	0.6	1.3	-3	-8	1	-7	-3
c1ccc2cc(CNCc3cccc4ccccc34)ccc2c1	-2	5	-2	2	1.8	0.8	-3	-12	-12	0	-1
C#CCOCCOCCOCCNc1nc(N2CCN(C(=O)CCCCCCCCCCNC(=O)[C@H](CCCCN)n3cc(C)nn3)CC2)nc(N2CCN(C(=O)CCCCCCCCCCNC(=O)[C@H](CO)n3cc(CCCSC)nn3)CC2)n1	-16	u	5	19	4.1	-4.4	-334	4	1	4	x
CC1CCN(C(=S)NC2CCCCC2)CC1	1	3	-12	69	0.1	-0.8	-5	8	-2	0	-6
C/C(=N\NC(=O)c1ccco1)c1cc2ccccc2o1	4	6	2	-31	-0.4	-1.2	-8	-14	-1	-23	2
Cc1ccc2c(c1)c1c3n2CCN(CC(O)CNC(C)C)C3CCC1 (stereo not given)	3	-3	2	11	1.3	0.3	8	-13	1	-5	36
N#C/C(=C\c1cccnc1)C(=O)Nc1cccc(Cl)c1	-6	-1	-12	20	-1.1	-0.9	0	4	4	-2	1
COc1ccc(S(=O)(=O)N2CCOCC2)cc1NC(=O)c1ccc(S(=O)(=O)N(C)c2ccccc2OC)cc1	-4	10	-15	x	0.7	0.3	8	x	-1	-11	-1
O=[N+]([O-])c1ccc(C=NNc2ccccc2)cc1	-7	11	9	-13	1.4	-2.7	6	x	-2	-4	0
CCN1CCN(CC(=O)c2ccc(C)cc2)CC1	2	-6	-6	10	1.9	-0.3	3	1	4	-3	1

Structures listed so far printed as active in dFosB act:
SMILES	Keap1 Nrf2 FP	Rtt109 HAT inh	PvdQ inh	CDK5 inh	LANA DNA inh	dFosB act	Mot1-301 SUMO	cardiac RTF act	RTF Ca sens inh	NSD2 inh
Nc1nc(Nc2ccccc2)nc(NC2CCCCC2)c1[N+](=O)[O-]	3	1	14	6.8	1.3	73*	-1	-8	7	-1

(listing goes on)
SMILES	Keap1 Nrf2 FP	Rtt109 HAT inh	PvdQ inh	PfHsp90 yeast 2	CDK5 inh	LANA DNA inh	dFosB act	Mot1-301 SUMO	cardiac RTF act	RTF Ca sens inh	NSD2 inh
COc1cccc2cc(C(=O)N3CCC(C)CC3)c(=O)oc12	2	2	-5	5	1.1	1.3	1	53	1	-3	x
COC(=O)c1ccccc1N(C)C(=O)C12CCC(C)(C(=O)O1)C2(C)C (stereo not given)	-4	x	7	0	-0.4	-1.4	-4	-6	5	-9	1
COc1ccc(CC(=O)OCC(=O)NCc2ccc(C)cc2)cc1OC	5	3	-3	-10	-1.9	0.0	3	12	2	-11	0
COC(=O)c1ccsc1NC(=O)CN1CCN(c2ccc(F)cc2)CC1	-4	7	-6	27	-0.3	2.2	-18	-13	-5	-6	1
CCCc1cc(=O)oc2cc(OCC(=O)NCc3cccs3)ccc12	-4	1	-16	14	-6.9	-1.1	-6	-10	-6	14	-1
CC1(c2ccc(Cl)cc2)NC(=O)N(CC(=O)Nc2ccc(F)cc2)C1=O (stereo not given)	-2	-4	0	13	0.0	0.9	-9	-15	-8	-5	0
COc1ccc(Br)cc1C(=O)N/N=C/c1cccnc1	-2	-1	-13	11	-0.3	-2.1	-1	-5	-5	-5	-1
O=C(Nc1c(C(=O)N2CCOCC2)cnn1-c1ccccc1Cl)c1ccco1	-4	-1	6	x	-5.2	0.7	7	152	0	0	-2
CCCOc1ccc(CSc2nnc(CCC)n2N)cc1	1	14	6	-8	0.4	0.9	-1	38	-4	-3	0
C=C1CCN([C@@H](CC(C)C)C(=O)NCCC(C)C)S(=O)(=O)c2ccccc21	-4	-4	-6	x	-2.5	-0.6	0	151	8	-5	x
CCOC(=O)C(=N/O)/C(C)=N/NC(=O)C(=O)Nc1cc(Cl)ccc1Cl	-3	3	-33	-7	0.6	0.4	-3	-8	-3	-8	2
COC(=O)c1ccc(-c2noc(CN(Cc3nccn3C)C(C)C)n2)cc1	-1	5	1	-7	1.5	0.5	-7	4	5	-5	-1
CC1=[N+](C)c2c(ccc3cccnc23)C1(C)C	-15	13	4	-5	0.8	-3.6	4	x	0	-11	x
Cc1ccc(Nc2nc(Oc3ccc(OCc4ccccc4)nn3)nc(N3CCOCC3)n2)cc1	1	-3	-14	-32	-3.8	0.2	-3	-6	-6	-3	-1
COc1ccc(/C=C(/NC(=O)c2ccc(Br)cc2)C(=O)N2CCOCC2)cc1	4	-1	-6	-20	-1.2	0.7	-8	0	13	-7	x
Cc1ccc(CC(=O)Nc2ccc(F)c([N+](=O)[O-])c2)cc1	-6	2	-18	27	-3.1	-2.0	2	-6	3	-22	25
O=C(O)CC1CCC1CC(=O)O (stereo not given)	3	-4	10	-1	1.5	-0.5	-3	x	-8	-4	1
CCCn1nc(C(=O)NCC2COc3ccccc3O2)c2ccccc2c1=O (stereo not given)	-5	-1	-8	-1	-0.7	-3.4	-14	-9	1	-8	-4
